TEAD-YAP inh – TEAD-YAP interaction inhibition; inhibition, % at 9.12 µM; HEK-TIYL cells, TEAD-Gal4/YAP UAS-luciferase luminescence; AID 1259422; 1.4% of 640,000 active; in the data active means inhibition above about 32%;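 further: 0% = median of test compound wells and 100% = reference inhibitor wells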
MITF primary – inhibitors of human MITF; 0.91% of 650,000 active; inhibition, % at 2.6 µM; AlphaScreen MITF homodimerization, bead proximity signal; O75030; in the data active means inhibition above about 50%;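 further: 0% = vehicle wells with protein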
FBW7 activator – activators of human E3 ligase FBW7; normalized activity (activation), % at 26.1 µM; AlphaScreen FBW7–phospho-cyclin E peptide binding, activator screen; 0.13% of 650,000 active; Q969H0; in the data active means normalized activity above about 1.9%;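 further: purified mutant Fbw7 with reduced substrate affinity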
Target sequence (Q969H0 whole entry, looked up): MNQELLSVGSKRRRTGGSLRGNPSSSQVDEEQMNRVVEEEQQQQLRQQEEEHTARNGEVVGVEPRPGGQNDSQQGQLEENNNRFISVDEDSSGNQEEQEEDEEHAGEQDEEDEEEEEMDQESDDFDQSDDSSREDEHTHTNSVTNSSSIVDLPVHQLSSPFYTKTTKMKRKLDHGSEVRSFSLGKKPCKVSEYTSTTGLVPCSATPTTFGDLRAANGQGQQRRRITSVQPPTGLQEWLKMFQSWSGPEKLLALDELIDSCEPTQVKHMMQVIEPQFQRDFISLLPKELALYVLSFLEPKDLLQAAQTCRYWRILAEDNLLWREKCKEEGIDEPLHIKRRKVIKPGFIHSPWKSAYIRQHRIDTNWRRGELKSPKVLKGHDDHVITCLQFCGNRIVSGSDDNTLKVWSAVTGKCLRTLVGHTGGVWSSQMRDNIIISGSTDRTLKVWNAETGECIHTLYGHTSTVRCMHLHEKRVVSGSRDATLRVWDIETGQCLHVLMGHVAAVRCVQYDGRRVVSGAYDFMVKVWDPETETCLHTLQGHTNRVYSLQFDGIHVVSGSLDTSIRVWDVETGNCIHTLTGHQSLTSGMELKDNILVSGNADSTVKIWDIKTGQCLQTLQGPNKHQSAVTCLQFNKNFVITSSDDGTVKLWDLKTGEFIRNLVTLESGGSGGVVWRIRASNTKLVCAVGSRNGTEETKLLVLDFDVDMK
GPR151 ag – activates the human receptor GPR151 | Q8TDV0 | PathHunter beta-arrestin GPR151 cells, luminescence | activation, % at 11.2 µM | 1% of 650,000 active; in the data active means activation above about 4.9%;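 further: 0% = median of compound wells and 100% = cells with positive control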
* hit, by the source's call. An excerpt (hit frequency here may not be typical).

For COc1ccc(N2CCN(C3CCCN(C(=O)Cc4c(C)noc4C)C3)CC2)cc1 (configuration not stated) the results were TEAD-YAP inh 0, MITF primary 7, FBW7 activator 0.0 and GPR151 ag 3.8.
Screening O=C1/C(=C/c2cccc([N+](=O)[O-])c2)N2CCC1CC2 returned TEAD-YAP inh 2, MITF primary 2, FBW7 activator -0.1 and GPR151 ag -0.7.
For Cc1ccc(-n2c(/C=C/c3c(C)[nH]c4ccccc34)nc3ccccc3c2=O)cc1 the results were TEAD-YAP inh -3, MITF primary -2, FBW7 activator 0.2 and GPR151 ag -1.1.
CCc1c(C)nc(N)nc1N1N=C1SCC(=O)OC was read as TEAD-YAP inh -1, MITF primary 2, FBW7 activator 0.1 and GPR151 ag -0.7.
For OCC(Cc1cnc[nH]1)NCc1ccccc1 (configuration not stated) the results were TEAD-YAP inh -4, MITF primary 2, FBW7 activator -0.1 and GPR151 ag -1.1.
O=[N+]([O-])c1c(NCCO)cc(Cl)c2nonc12 was read as TEAD-YAP inh -1, MITF primary 2, FBW7 activator -0.1 and GPR151 ag -0.9.
For CCCCCCC(=O)O[C@H]1CC[C@H]2[C@@H]3C[C@@H](O)C4=CC(=O)CC[C@]4(C)[C@H]3CC[C@]12C the results were MITF primary 10 and GPR151 ag -0.8.
`COc1ccccc1N1CCN(C(CNC(=O)Oc2ccccc2)c2cccnc2)CC1` (configuration not stated) gave TEAD-YAP inh 6, MITF primary 7, FBW7 activator -0.1 and GPR151 ag 9.5*.
For CCOc1ccc(C(=O)OC2CC3CCC(C2)N3C)cc1 (configuration not stated) the results were TEAD-YAP inh 3, MITF primary 8, FBW7 activator -0.2 and GPR151 ag 0.0.
O=C(Nc1ccc(Cl)cc1)OCCF was read as TEAD-YAP inh -36, MITF primary 17, FBW7 activator 0.9 and GPR151 ag -0.5.
Screening COc1cccc(N=Cc2c(O)n(Cc3ccco3)c(=O)[nH]c2=O)c1 returned TEAD-YAP inh -6, MITF primary 8, FBW7 activator -0.3 and GPR151 ag -1.1.
For O=[N+]([O-])/C=C/c1c[nH]c2ccc(Br)cc12 the results were TEAD-YAP inh 27, MITF primary 0, FBW7 activator 0.0 and GPR151 ag -1.2.
CCCCC/C=C\C/C=C\C/C=C\C/C=C\CCCC(=O)Nc1ccc([N+](=O)[O-])cc1 was read as MITF primary -7 and GPR151 ag 0.0.
For CN1CCN(Cc2ccc3c(c2)OCO3)CC1 the results were TEAD-YAP inh 3, MITF primary 35, FBW7 activator 0.0 and GPR151 ag -0.8.
Cc1cc(OCC(=O)Oc2ccc(Cl)c(C)c2)ccc1Cl was read as TEAD-YAP inh 5, MITF primary -16, FBW7 activator 0.0 and GPR151 ag 2.2.
COC1CC2C(Cl)C1NC2(C(F)(F)F)C(F)(F)F (configuration not stated) was read as TEAD-YAP inh 0, MITF primary -7, FBW7 activator 0.1 and GPR151 ag 0.6.
For CC1(C)OC2OC(C(=O)Nc3ccc4c(C(F)(F)F)cc(=O)oc4c3)C3OC(C)(C)OC3C2O1 (configuration not stated) the results were TEAD-YAP inh 0, MITF primary 1, FBW7 activator 0.0 and GPR151 ag 0.8.
For CCOP(=O)(Cc1cccc(C(=O)O)c1)OCC the results were TEAD-YAP inh -5, MITF primary -4, FBW7 activator -0.1 and GPR151 ag 4.1.
Screening CCN1CCN(C(=O)Cc2c(C(=O)O)n(C)c3ccccc23)CC1 returned TEAD-YAP inh -17, MITF primary -6, FBW7 activator 0.0 and GPR151 ag -0.4.
For CC1=C(C(=O)OC(C)(C)C)C2(C(=O)Nc3ccc(Br)cc32)C(C#N)=C(N)O1 (configuration not stated) the results were TEAD-YAP inh 21, MITF primary -3, FBW7 activator -0.1 and GPR151 ag 0.3.
Screening O=C(c1c[nH]c2ccc(S(=O)(=O)N3CCOCC3)cc2c1=O)N1CCC2(CC1)OCCO2 returned TEAD-YAP inh -8, MITF primary -2, FBW7 activator 0.0 and GPR151 ag 0.3.
Screening COc1ccc(O)c(CN2CCN(Cc3ccccc3)CC2)c1 returned TEAD-YAP inh 4, MITF primary -1, FBW7 activator -0.1 and GPR151 ag -0.8.
Cc1ccc2onc(CC(=O)N3CCN(Cc4ccccc4)CC3)c2c1 was read as TEAD-YAP inh -15, MITF primary 0, FBW7 activator -0.3 and GPR151 ag 0.6.
`CCOP(=S)(OCC)SCSc1ccc(Cl)cc1` gave TEAD-YAP inh 11, MITF primary 3, FBW7 activator 0.2 and GPR151 ag 0.8.
`CC1(C)C(C(=O)Nc2cccnc2)C1(C)C` gave TEAD-YAP inh 9, MITF primary 3, FBW7 activator 0.5 and GPR151 ag 0.4.
`COc1ccc2[nH]c(C)c(CCNCc3ccc(F)cc3F)c2c1` gave TEAD-YAP inh 16, MITF primary 34, FBW7 activator -0.2 and GPR151 ag 1.1.
Screening COc1ccc(NC(=O)c2cn(CCC#N)nc2-c2ccccc2)cc1 returned TEAD-YAP inh -20, MITF primary -8, FBW7 activator 0.0 and GPR151 ag 3.4.
`S=P(N/N=C1\CN2CCC1CC2)(c1ccccc1)c1ccccc1` gave TEAD-YAP inh -1, MITF primary -5, FBW7 activator -0.2 and GPR151 ag -1.9.
Screening Nc1[nH]nc2c1C(c1ccccc1)=NP(c1ccccc1)(c1ccccc1)=N2 returned TEAD-YAP inh 10, MITF primary 3, FBW7 activator -0.2 and GPR151 ag 1.2.
For CC(C)(C)n1ncc(Cl)c(Cl)c1=O the results were TEAD-YAP inh 3, MITF primary 15, FBW7 activator 0.0 and GPR151 ag -1.5.
Cn1c(C(=O)N2CCC3(CC2)OCCO3)cc2c(=O)n(C)c3ccccc3c21 was read as TEAD-YAP inh -7, MITF primary 0, FBW7 activator 0.8 and GPR151 ag 0.5.
Screening CCOc1ccc(-n2c(/C=C\c3ccc(F)c(F)c3)nc3ccccc3c2=O)cc1 returned TEAD-YAP inh -11, MITF primary -2, FBW7 activator 0.1 and GPR151 ag -0.9.
Screening Brc1cccc(C2CC(c3cccnc3)Nc3nnnn32)c1 (configuration not stated) returned TEAD-YAP inh 10, MITF primary 8, FBW7 activator -0.1 and GPR151 ag -0.7.
`O=C(NCCN1CCN(C(=O)Cc2cccs2)CC1)c1cccs1` gave TEAD-YAP inh 3, MITF primary 9, FBW7 activator -0.1 and GPR151 ag 0.9.
Screening CCCCC[C@@H](/C=C/C=C\CCCCCCCCCC(=O)O)OO returned MITF primary 2 and GPR151 ag 0.7.
`COc1ccc(NC(=O)c2c(O)c3c(n(Cc4ccco4)c2=O)CCCC3)cc1` gave TEAD-YAP inh -1, MITF primary -3, FBW7 activator -0.2 and GPR151 ag -0.5.
`Oc1ccc(Cl)cc1CN1CCN(c2ccccc2)CC1` gave TEAD-YAP inh 6, MITF primary -10, FBW7 activator 0.1 and GPR151 ag 0.9.
`CCc1c(C(=O)NCCc2ccc(O)cc2)c(=O)cc(C)n1CCN1CCCCC1` gave TEAD-YAP inh 0, MITF primary -8, FBW7 activator 0.0 and GPR151 ag -1.2.
CCOC(=O)c1c(C)n(CC(C)C)c2ccc(OC)cc12 was read as TEAD-YAP inh 1, MITF primary 10, FBW7 activator 0.0 and GPR151 ag -0.6.
For Cc1ccc(C2=CCN(CC(=O)N3CCCCC3)CC2)o1 the results were TEAD-YAP inh 30, MITF primary 1, FBW7 activator -0.1 and GPR151 ag 0.7.
Screening Clc1ccc(CCNCc2cccnc2)c(Cl)c1 returned TEAD-YAP inh 14, MITF primary 42, FBW7 activator 0.4 and GPR151 ag 1.5.
CN[C@@H]1[C@@H](O)[C@@H](O[C@@H]2[C@@H](O)[C@H](O[C@H]3O[C@H]([C@@H](C)NC)CC[C@H]3N)[C@@H](N)C[C@H]2N)OC[C@]1(C)O (tested in a mixture with another compound) was read as MITF primary -8, FBW7 activator 0.1 and GPR151 ag -1.5.
`Cc1ccc(-c2nn(CCC#N)cc2C=O)cc1` gave TEAD-YAP inh -2, MITF primary -5, FBW7 activator -0.1 and GPR151 ag 0.5.
For Cc1ccc(-n2c(C)nc3ccccc3c2=O)cc1Cl the results were TEAD-YAP inh 17, MITF primary 7, FBW7 activator 0.4 and GPR151 ag 0.1.
`CC1=C(C#N)C(Nc2cc(C)on2)(C(F)(F)F)C(=O)N1` (configuration not stated) gave TEAD-YAP inh 0, MITF primary -2, FBW7 activator -0.1 and GPR151 ag 1.9.
For O=C1NC(=O)N(Cc2ccccc2Cl)C(=O)/C1=C/N1CCOCC1 the results were TEAD-YAP inh -6, MITF primary -19, FBW7 activator -0.2 and GPR151 ag 2.8.
For CC1CCN(c2cc(N3CCNCC3)c([N+](=O)[O-])cc2F)CC1 the results were TEAD-YAP inh 15, MITF primary 5, FBW7 activator 0.0 and GPR151 ag 0.3.
COc1cc(OC)c(CNCCc2c(C)[nH]c3ccc(OC)cc23)c(OC)c1 was read as TEAD-YAP inh 12, MITF primary 24, FBW7 activator -0.2 and GPR151 ag 0.2.
`CC(=O)Nc1ccc(S(=O)(=O)N2CC3CC(C2)c2cccc(=O)n2C3)cc1` (configuration not stated) gave TEAD-YAP inh -8, MITF primary -10, FBW7 activator -0.1 and GPR151 ag 0.7.
Screening N#CC1=C(N)Oc2c(c(=O)oc3ccccc23)C1c1ccc(N2CCOCC2)c([N+](=O)[O-])c1 (configuration not stated) returned TEAD-YAP inh -6, MITF primary 0, FBW7 activator -0.2 and GPR151 ag 0.7.
Screening CC(C)CN1CCN(Cc2ccccc2F)C(CCO)C1 (configuration not stated) returned TEAD-YAP inh -5, MITF primary 2, FBW7 activator -0.1 and GPR151 ag -0.1.
O=c1cccc2n1CC1CC2CN(Cc2c(F)cccc2F)C1 (configuration not stated) was read as TEAD-YAP inh 13, MITF primary 8, FBW7 activator 0.0 and GPR151 ag -1.3.
Screening N=C1c2ccccc2CN1NC(=O)c1ccc(Cl)cc1 returned TEAD-YAP inh -1, MITF primary 7, FBW7 activator 0.1 and GPR151 ag 0.6.
For Cc1cccc(N2CCN(CC(=O)Nc3ccc(Br)cc3C(=O)c3ccccc3Cl)CC2C)c1 (configuration not stated) the results were TEAD-YAP inh 0, MITF primary 12, FBW7 activator 0.4 and GPR151 ag 1.1.
For CCOc1ccc(CN2CCN(c3ccc(OC)cc3)CC2)cc1 the results were TEAD-YAP inh 3, MITF primary 43, FBW7 activator -0.1 and GPR151 ag -1.2.
`O=[N+]([O-])c1ccc(NCCOc2ccccc2)c2ncccc12` gave TEAD-YAP inh -9, MITF primary -2, FBW7 activator -0.1 and GPR151 ag 0.5.
For O=C1NC(=O)N(c2ccccc2)C(=O)/C1=C/c1ccccc1 the results were TEAD-YAP inh 1, MITF primary 21, FBW7 activator 0.1 and GPR151 ag -0.9.
Cc1o[nH]c(=O)c1C[C@@H](N)C(=O)O was read as MITF primary 26, FBW7 activator 0.4 and GPR151 ag -1.2.
For CN(C)C(=S)SSC(=S)N(C)C the results were TEAD-YAP inh 34*, MITF primary -12, FBW7 activator -0.1 and GPR151 ag 1.1.
For CCOc1ccc(C(O)(c2ccncc2)c2ccc(OCC)cc2)cc1 the results were TEAD-YAP inh -3, MITF primary 7, FBW7 activator 0.0 and GPR151 ag -0.8.
Screening COC(=O)C1=C(C)OC(N)=C(C#N)C12C(=O)Nc1ccc(F)cc12 (configuration not stated) returned TEAD-YAP inh 2, MITF primary -5, FBW7 activator 0.1 and GPR151 ag 1.3.
`CCN1CCN(c2nc(=O)[nH]nc2C)CC1` gave TEAD-YAP inh -2, MITF primary -5, FBW7 activator -0.1 and GPR151 ag -0.1.
For CCOC(=O)C1CCN(/C=C2/C(=O)NC(=O)N(Cc3ccco3)C2=O)CC1 the results were TEAD-YAP inh -7, MITF primary 48, FBW7 activator -0.4 and GPR151 ag -0.1.

Compounds listed so far that have a nitro group on carbon:
Screening O=C1/C(=C/c2cccc([N+](=O)[O-])c2)N2CCC1CC2 returned TEAD-YAP inh 2, MITF primary 2, FBW7 activator -0.1 and GPR151 ag -0.7.
O=[N+]([O-])c1c(NCCO)cc(Cl)c2nonc12 was read as TEAD-YAP inh -1, MITF primary 2, FBW7 activator -0.1 and GPR151 ag -0.9.
For O=[N+]([O-])/C=C/c1c[nH]c2ccc(Br)cc12 the results were TEAD-YAP inh 27, MITF primary 0, FBW7 activator 0.0 and GPR151 ag -1.2.
CCCCC/C=C\C/C=C\C/C=C\C/C=C\CCCC(=O)Nc1ccc([N+](=O)[O-])cc1 was read as MITF primary -7 and GPR151 ag 0.0.
For CC1CCN(c2cc(N3CCNCC3)c([N+](=O)[O-])cc2F)CC1 the results were TEAD-YAP inh 15, MITF primary 5, FBW7 activator 0.0 and GPR151 ag 0.3.
Screening N#CC1=C(N)Oc2c(c(=O)oc3ccccc23)C1c1ccc(N2CCOCC2)c([N+](=O)[O-])c1 (configuration not stated) returned TEAD-YAP inh -6, MITF primary 0, FBW7 activator -0.2 and GPR151 ag 0.7.
`O=[N+]([O-])c1ccc(NCCOc2ccccc2)c2ncccc12` gave TEAD-YAP inh -9, MITF primary -2, FBW7 activator -0.1 and GPR151 ag 0.5.

Molecules listed so far that have a tert-butyl group, in the order listed:
For CC1=C(C(=O)OC(C)(C)C)C2(C(=O)Nc3ccc(Br)cc32)C(C#N)=C(N)O1 (configuration not stated) the results were TEAD-YAP inh 21, MITF primary -3, FBW7 activator -0.1 and GPR151 ag 0.3.
For CC(C)(C)n1ncc(Cl)c(Cl)c1=O the results were TEAD-YAP inh 3, MITF primary 15, FBW7 activator 0.0 and GPR151 ag -1.5.
